Hsp70 activator: Hsp70 transcriptional activation, primary screen; HeLa Hsp70 promoter luciferase reporter, luminescence; scaled: vehicle 0, proteasome-inhibitor control 100%; AID 1203; activation, % at 10 µM; hit rate 0.04% among 200,000;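 active = activation above the mean across all tested compounds plus 3 SD, cutoff set per campaign, cut at about 5.5% in these data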;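 note: 100% = MG132 at 30 µM as the positive control and 0% = DMSO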
NF-kB neuron act: raises NF-kB expression in human neuronal cells. fold change at 12.5 µM. hit rate 1.6% among 190,000. NF-kB reporter expression; stronger effect = higher value; in the data active = fold change above about 3.3
APP 5'UTR act: activates APP 5'UTR luciferase reporter | SH-SY5Y APP 5'UTR luciferase reporter, luminescence; zero percent = DMSO vehicle wells | hit rate 1% among 190,000 | activation, % at 2 µM;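 active = activation above a set limit, based on mean plus 3 SD of controls, cut at about 140% in these data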; note: values of inactives mirror those of a sister screen read the other way
Efa HMGR inh: inhibitors of class II HMG-CoA reductase from Enterococcus faecalis; purified E. faecalis HMGR, NADPH absorbance 340 nm kinetic; inhibition, % at 10 µM; hit rate 0.41% among 190,000; AID 1066;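 active = inhibition above a set limit, the median over all tested compounds plus 3 SD, cut at about 9.5% in these data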;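 note: enzyme runs in reverse so mevalonate oxidation gives rising NADPH absorbance; 0% = complete reaction with DMSO and 100% = background rate lacking mevalonate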
STAT3 activator: activators of IL-6 induced STAT3 signaling. U3A cells, IL-6 STAT3-luciferase reporter, luminescence; 100% = signal with IL-6 EC80 alone. activation (% of control), % at 5.6 µM. hit rate 0.91% among 190,000. AID 871;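 active = activation above the screen-wide mean of compound activation plus 3 SD, cut at about 130% in these data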;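 note: 0% = background luminescence of wells with medium and substrate only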
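System – human U3A cells carrying STAT3-luciferase construct · Probe or stimulus – Interleukin-6, 33 ng/mL · Schedule – compound 1 h, then IL-6 6 h at 37 °C · Signal – luminescence from STAT3-driven luciferase reporter · Evaluation – percent of IL-6-only median luminescence · Benchmarks – IL-6-only high control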
Redox H2O2 prof: compounds producing H2O2 with reducing agent – biochemical, NIH compound library profiling, artefact control for MLSCN library redox annotation, primary screen. DTT-dependent redox cycling H2O2, phenol red/HRP absorbance; 100% = 100 µM peroxide control, 0% = buffer. activation, % at 10 µM. hit rate 0.03% among 200,000;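 active = activation of at least 50% relative to the plate's high and low controls in the primary single-dose screen; inactive = activation below 50%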;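 note: compound incubated with DTT at 0.8 mM final as the reducing agent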
STAT1 activator: increases IFN-gamma driven STAT1 reporter signal; NIH 3T3 STAT1-luciferase reporter, luminescence; 100% = IFN-gamma alone, no compound; activation (% of control), % at 5.5 µM; hit rate 2.6% among 200,000;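 active = activation above the screen-wide mean activation plus 3 SD, cut at about 130% in these data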;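 note: raw ratio to IFN-gamma control signal so 100% means no change and 0% no light; values of inactives mirror those of a sister screen read the other way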
STAT3 blocker: reduces IL-6 driven STAT3 reporter signal; U3A cells, IL-6 STAT3-luciferase reporter, luminescence; host cell line lacks STAT1; hit rate 0.89% among 190,000; inhibition, % at 5.5 µM;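 active = inhibition above the mean inhibition across all screened compounds plus 3 SD, cut at about 44% in these data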;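 note: 0% = DMSO only wells and 100% = 100 µM nifuroxazide control wells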
STAT1 blocker: inhibitors of IFN-gamma induced STAT1 signaling | hit rate 0.35% among 200,000 | NIH 3T3 STAT1-luciferase reporter, luminescence | inhibition, % at 5.5 µM;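 active = inhibition above a set limit, the mean inhibition across all tested compounds plus 3 SD, cut at about 34% in these data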;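 note: 0% = IFN-gamma with DMSO and 100% = IFN-gamma with 300 µM nifuroxazide; values of inactives mirror those of a sister screen read the other way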
TLR4-MyD88 BLA: inhibitors of human TLR4-MyD88 binding. O00206+Q99836. HeLa CL3-4 TLR4/MyD88 BLA complementation, FRET ratio. inhibition, % at 8.4 µM. hit rate 0.18% among 200,000. AID 861; in the data active = inhibition above about 25%;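 note: 0% = vehicle and 100% = reference inhibitor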
Target sequence (O00206 whole entry, looked up): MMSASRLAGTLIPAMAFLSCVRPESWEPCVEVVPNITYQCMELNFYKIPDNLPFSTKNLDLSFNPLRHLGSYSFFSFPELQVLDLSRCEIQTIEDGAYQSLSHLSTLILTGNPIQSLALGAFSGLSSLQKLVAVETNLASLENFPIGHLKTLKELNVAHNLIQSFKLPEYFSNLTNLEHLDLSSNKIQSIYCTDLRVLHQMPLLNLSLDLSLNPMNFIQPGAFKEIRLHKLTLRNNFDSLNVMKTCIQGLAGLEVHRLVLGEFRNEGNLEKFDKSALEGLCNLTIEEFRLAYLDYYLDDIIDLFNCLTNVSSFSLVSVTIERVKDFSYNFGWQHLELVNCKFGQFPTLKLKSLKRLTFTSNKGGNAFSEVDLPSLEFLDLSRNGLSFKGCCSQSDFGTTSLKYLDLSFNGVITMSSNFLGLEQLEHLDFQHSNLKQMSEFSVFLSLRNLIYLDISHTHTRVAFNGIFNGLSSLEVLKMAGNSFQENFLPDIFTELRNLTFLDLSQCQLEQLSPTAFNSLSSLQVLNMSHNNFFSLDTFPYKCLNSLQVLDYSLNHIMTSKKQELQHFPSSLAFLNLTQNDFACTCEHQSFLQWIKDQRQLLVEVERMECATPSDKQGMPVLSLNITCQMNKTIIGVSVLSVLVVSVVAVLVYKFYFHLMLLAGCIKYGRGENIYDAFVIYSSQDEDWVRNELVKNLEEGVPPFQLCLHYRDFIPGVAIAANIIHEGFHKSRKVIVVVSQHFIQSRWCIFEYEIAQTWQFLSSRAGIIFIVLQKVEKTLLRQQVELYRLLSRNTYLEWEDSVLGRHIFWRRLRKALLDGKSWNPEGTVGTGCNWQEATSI
Target sequence (Q99836 whole entry, looked up): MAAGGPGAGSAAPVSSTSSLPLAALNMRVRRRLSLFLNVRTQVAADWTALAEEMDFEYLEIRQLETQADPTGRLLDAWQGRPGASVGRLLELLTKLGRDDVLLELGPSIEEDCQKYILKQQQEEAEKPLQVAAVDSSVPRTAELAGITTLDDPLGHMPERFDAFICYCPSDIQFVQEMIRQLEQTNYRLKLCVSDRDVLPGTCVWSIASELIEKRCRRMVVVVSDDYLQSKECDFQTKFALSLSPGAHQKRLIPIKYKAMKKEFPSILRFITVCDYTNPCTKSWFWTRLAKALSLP
Active calls of the source: *; x = no result given. Compounds were not picked by outcome; any-hit rate near 5.6%.

SMILES | Hsp70 activator | NF-kB neuron act | APP 5'UTR act | Efa HMGR inh | STAT3 activator | Redox H2O2 prof | STAT1 activator | STAT3 blocker | STAT1 blocker | TLR4-MyD88 BLA
COc1ccc(N2CCN(CC(=O)Nc3ccc(SC(F)F)cc3)CC2)cc1 | -0.3 | 2.3 | 6 | -5 | 112 | 0.2 | 104 | -8 | -4 | -4
CCCCCCc1ccc(-c2ncc(N)cn2)cc1 | -0.1 | 4.4* | 70 | 0 | 100 | -3.4 | 139* | 3 | -42 | 3
C=CCn1c(SCC(=O)c2ccc(OC)cc2)nnc1C(C)NC(=O)c1cccs1 (configuration not stated) | 0.6 | 1.6 | 4 | -3 | 100 | 0.2 | 96 | 2 | 4 | 2
COc1cc(Cn2c(N)c(C#N)c3nc4ccccc4nc32)cc(OC)c1 | -0.4 | 1 | 2 | 2 | 101 | 2.1 | 102 | 5 | -3 | -16
Cn1c(SCC(=O)N2CCCc3ccccc32)nc2cccnc21 | -0.5 | 0.87 | -1 | 3 | 93 | 2.3 | 96 | 13 | 4 | -10
Nc1ncnc2nc(SCCOc3ccc(Cl)cc3)[nH]c12 | -0.3 | 1 | -12 | 1 | 94 | -0.6 | 87 | 9 | 15 | -14
CCOC(=O)Cc1c(C)nc2c(-c3ccccc3)cnn2c1C | -0.3 | 1.7 | 27 | 1 | 98 | -0.8 | 118 | 5 | -22 | 3
N#Cc1c(-n2cccc2)cccc1-n1cccc1 | -0.2 | 1.2 | -5 | 3 | 95 | 16 | 104 | 12 | -4 | 4
CC(C)N1CCc2c(sc(NC(=O)c3ccc(S(=O)(=O)N4CCc5ccccc54)cc3)c2C(N)=O)C1 | -0.3 | 0.57 | -3 | -5 | x | 0.2 | 109 | x | -12 | -12
Cc1c(O)ccc(NS(=O)(=O)c2ccccc2)c1C | -0.1 | 1 | 6 | -6 | 99 | 0.3 | 101 | 6 | -4 | 6
COC(=O)CCCNC(=O)CC1C(=O)NCCN1Cc1ccoc1 (configuration not stated) | 0.2 | 1.1 | 6 | 1 | 107 | -1.1 | 115 | -2 | -18 | -11
CC(c1ccccc1)N1CCc2[nH]c(=S)[nH]c(=O)c2C1 (configuration not stated) | -0.1 | 1.4 | -4 | -4 | 105 | -0.1 | 103 | -1 | -1 | -1
N#Cc1nc(COc2ccccc2)oc1N1CCCCC1 | 0.0 | 1.9 | 2 | -2 | 101 | -0.7 | 108 | 8 | -9 | -10
CC(C)(C)C1CCC(C(=O)OCC(=O)N2CCOCC2)CC1 (configuration not stated) | -0.2 | 1.2 | 6 | 0 | 94 | -0.6 | 87 | 11 | 15 | -1
COC(=O)c1c(NC(=O)Cc2cccs2)sc(C(=O)NC2CCCCC2)c1C | 0.3 | x | 24 | x | 93 | 1.2 | 108 | 10 | -8 | -7
CCOC(=O)c1ccccc1-n1c(C)cc(C2N=C(N)Nc3nc4ccccc4n32)c1C (configuration not stated) | -0.3 | 0.87 | 1 | -5 | 103 | -14 | 98 | 4 | 2 | 5
COc1ccccc1NC(=O)Cn1cnc2c(cnn2-c2ccccc2)c1=O | 0.2 | 1 | -4 | 12* | 96 | -1.0 | 98 | 8 | 2 | 10
N#Cc1cncc(-c2ccc3c(c2)OCCOCCOCCOCCOCCO3)n1 | -0.3 | 1.3 | 7 | 1 | 101 | -0.3 | 107 | 0 | -8 | 4
Cc1ccc(C(C(=O)NC2CCCC2)N(C(=O)c2csnn2)C2CCCC2)o1 (configuration not stated) | -0.1 | 1.2 | 17 | -3 | 100 | -0.8 | 100 | 6 | 0 | 7
CCOc1ccc(NC(=O)NC(C)CC)cc1 (configuration not stated) | 0.0 | 1.5 | 15 | -2 | 101 | -2.7 | 98 | 6 | 0 | 2
O=C1CC(c2ccccc2)c2ccc(O)cc2O1 (configuration not stated) | -0.1 | 1.4 | 2 | 4 | 104 | 0.1 | 99 | 1 | 1 | 2
Cc1ccc(-n2ncc3c(SCC(=O)Nc4cc(C)on4)ncnc32)c(C)c1 | 0.1 | 1.4 | -18 | 4 | 68 | 0.3 | 100 | 40 | 0 | 16
O=C(O)c1cccc(-c2nnn(Cc3ccccc3)n2)c1 | -0.3 | 2.8 | 60 | 0 | 92 | 5.7 | 119 | 10 | -15 | 7
CC(C)(C)NC(=O)CC(CC(=O)O)c1ccccc1 (configuration not stated) | -0.2 | 1.5 | -3 | -5 | 93 | -0.2 | 104 | 14 | -5 | -3
C=CCOC(=O)/C(=C\C=C\c1ccccc1)NC(=O)c1ccccc1 | -0.3 | 1.2 | -7 | -5 | 102 | 0.2 | 106 | 0 | -6 | -6
CCOCCCNC(=S)N1C2CCC1CC(NC(=O)NC1CCCCC1)C2 (configuration not stated) | -0.6 | 1.2 | 20 | -5 | 101 | 2.6 | 107 | 2 | -8 | 3
O=C(COC(=O)C1=COCCO1)Nc1cccc(Oc2ccccc2)c1 | -0.1 | 0.91 | 17 | -4 | 93 | 0.7 | 96 | 11 | 5 | -1
O=C(CSc1nc2c(cnn2-c2ccccc2)c(=O)[nH]1)N1N=C(c2cccs2)CC1c1ccc(F)cc1 (configuration not stated) | 0.1 | 1.2 | -44 | x | 98 | 0.6 | 106 | 2 | -7 | 7
Cc1ccc(O)c(/C=N/NC(=O)c2[nH]ncc2Br)c1 | -0.1 | 8.1* | -2 | -6 | 103 | -0.6 | 131* | -5 | -35 | 9
COc1ccc(C(=O)Nc2nncs2)cc1S(=O)(=O)N1CC(c2ccccc2)CC1=O (configuration not stated) | -0.2 | 0.91 | 15 | 4 | 100 | -1.1 | 99 | 8 | 1 | -3
COC(=O)c1ccc(CSc2nnc(NC(C)C)s2)o1 | -0.1 | 1 | 21 | 2 | 104 | 0.4 | 98 | 3 | 2 | -14
CC(C)C(=O)Nc1cccc(C(=O)N2CCCCC2C)c1 (configuration not stated) | -0.6 | 0.84 | 17 | -5 | 100 | 0.1 | 92 | 6 | 8 | 14
CCCN(CCC)C(=O)Cn1c(=O)n(CCCCC(=O)NC2CCCC2)c(=O)c2ccccc21 | 0.5 | 0.97 | -1 | -2 | 101 | 1.4 | 104 | 3 | -4 | -5
Cc1ccc(NC(=O)OCCN2CCN(S(=O)(=O)c3ccc(C)cc3)CCC2=O)cc1 | -0.1 | 1 | 15 | -6 | 94 | 0.3 | 96 | 4 | 4 | -9
COc1cc(C(=O)NCCc2cn3ccccc3n2)cc(OC)c1OC | 0.0 | 1.1 | 6 | 2 | 107 | -0.7 | 100 | 1 | 1 | 7
O=C(CCOc1ccccc1)Nc1cccc([N+](=O)[O-])c1 | -0.2 | 1.4 | -1 | -1 | 88 | -2.0 | 96 | 18 | 3 | -1
CC1(C)C(=O)C2(C(=O)NCc3ccccc3)CCC1C2 (configuration not stated) | -0.6 | 1.3 | 2 | 2 | 103 | 0.3 | 98 | -3 | 2 | 1
CN(C)C1=NCC(CSC(=N)N)S1 (configuration not stated) | 0.2 | 0.85 | 6 | -2 | 97 | 0.2 | 105 | 6 | -7 | 4
c1ccc(Cn2ncc3c(N4CCCCC4)ncnc32)cc1 | -0.3 | 1.1 | 5 | 0 | 106 | -1.2 | 103 | 0 | -2 | 1
CC(=O)c1ccc(N2CCN(C(=O)c3ccc4ccccc4n3)CC2)cc1 | -0.4 | 1.2 | -5 | -4 | 102 | -0.3 | 96 | -1 | 2 | 6

2 entries from above, with values under each structure:
Fields – Hsp70 activator, NF-kB neuron act, APP 5'UTR act, Efa HMGR inh, STAT3 activator, Redox H2O2 prof, STAT1 activator, STAT3 blocker, STAT1 blocker, TLR4-MyD88 BLA
> O=C(O)c1cccc(-c2nnn(Cc3ccccc3)n2)c1
 : -0.3, 2.8, 60, 0, 92, 5.7, 119, 10, -15, 7
> CC(C)(C)NC(=O)CC(CC(=O)O)c1ccccc1 (configuration not stated)
 : -0.2, 1.5, -3, -5, 93, -0.2, 104, 14, -5, -3

(continued)
SMILES | Hsp70 activator | NF-kB neuron act | APP 5'UTR act | Efa HMGR inh | STAT3 activator | Redox H2O2 prof | STAT1 activator | STAT3 blocker | STAT1 blocker | TLR4-MyD88 BLA
C=CCOc1ccc(/C=N/O)cc1Cl | 0.0 | 1.2 | -3 | 2 | 106 | -0.8 | 103 | -4 | -4 | 10
CC(C)(C)c1ccc(NC(=O)COC(=O)C2(C)CC2(Cl)Cl)cc1 (configuration not stated) | 0.3 | 1.7 | 27 | 0 | 107 | 0.1 | 124 | -7 | -27 | -5
C=CCNC(=S)NNC(=O)COc1ccc(Cl)cc1Cl | -0.4 | 1.1 | 20 | -1 | 99 | 0.1 | 100 | 6 | 0 | 2
C=CCc1ccc(OCCOc2cccc3ccc(C)nc23)c(OC)c1 | -0.3 | 1.3 | 17 | -10 | 101 | -0.6 | 102 | 5 | -2 | -7
COc1cccc(NS(=O)(=O)c2ccc3c(c2)CCCN3C(C)=O)c1 | -0.5 | 0.73 | -6 | -5 | 85 | 0.0 | 88 | 24 | 13 | -4
Nc1ccc(Sc2cnn(-c3ccccc3)c(=O)c2Cl)cc1 | 0.8 | 1.1 | -3 | 0 | 113 | -3.3 | 97 | -8 | 4 | -1
O=C(CCCn1c(SCc2cc(=O)n3ccccc3n2)nc2ccccc2c1=O)NCC1CCCO1 (configuration not stated) | -0.1 | 0.76 | -6 | -1 | 101 | -0.2 | 90 | 11 | 11 | 7
CN1CCN(C(=O)CN(c2cccc(Br)c2)S(=O)(=O)c2ccccc2)CC1 | 0.0 | 1.4 | 3 | -2 | 102 | -0.1 | 94 | 3 | 4 | -3
O=C(O)CC/C(=N\NC(=O)c1ccccc1)c1cccs1 | -0.1 | 1.2 | 21 | 1 | 102 | -0.8 | 117 | 1 | -20 | 3
O=C(NCc1ccco1)c1cc2c(s1)CCCCC2 | 0.0 | 2.6 | 75 | 1 | 109 | 2.5 | 114 | -6 | -16 | 7
Cc1ccc(Sc2ncccc2COC(=O)Nc2ccccc2)cc1 | -0.3 | 1 | 5 | 0 | 106 | -6.9 | 99 | -7 | 1 | -10
Cc1cc(=O)[nH]c(N/N=C/c2cccc([N+](=O)[O-])c2)n1 | -0.4 | 0.98 | -4 | -1 | 102 | 0.6 | 100 | -7 | 0 | 7
COc1cccc(-c2cc(C(=O)N/N=C/c3ccc(OC)c(COC(C)=O)c3)c3ccccc3n2)c1 | -0.1 | 0.64 | -6 | -3 | 106 | -9.7 | 99 | -6 | 1 | 0
COc1ccc(N(C(=O)c2cccnc2)S(=O)(=O)c2cccs2)cc1 | -0.3 | 1.2 | -9 | -1 | 101 | 0.5 | 104 | 7 | -6 | 13
CC(=O)N1CCc2c(sc(NC(=O)c3ccc4c(c3)OCCO4)c2C#N)C1 | -0.1 | 1.6 | -59 | -3 | 100 | -0.1 | 106 | -1 | -10 | -18
O=C(Nc1nc(-c2ccc(S(=O)(=O)N3CCCC3)cc2)cs1)C1COc2ccccc2O1 (configuration not stated) | 0.5 | 0.27 | 14 | 0 | 85 | 0.7 | 102 | 21 | -2 | -6
CC(=O)Nc1c(O)[nH]c2ccccc12 | -0.5 | 1.3 | 1 | -2 | 102 | -0.4 | 109 | 0 | -10 | 2
CC(=O)/C=C1\N(C)c2ccc(C)cc2C1(C)C | -0.4 | 0.86 | -12 | 2 | 87 | -0.1 | 87 | 18 | 13 | 0
COc1ccc(NC(=O)CSc2nc(C)cs2)cc1OC | 0.0 | 1.1 | 19 | -3 | 110 | 0.2 | 97 | -7 | 3 | -1

Screening results (PubChem BioAssay)
